# From PubChem BioAssay
# hIAP act – human IAP activation. P09923. activation factor at 10 µM. 330,000 compounds, 0.16% hits. purified human IAP, CDP-Star luminescence, 30 min; hits give high values; 1 = vehicle-only enzyme, 0 = enzyme-free background;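 active = activation factor of the enzyme at least 2-fold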; note: the source names both 10 and 20 µM as test concentration; values of inactives mirror those of a sister screen read the other way
# Target sequence (P09923 whole entry, looked up): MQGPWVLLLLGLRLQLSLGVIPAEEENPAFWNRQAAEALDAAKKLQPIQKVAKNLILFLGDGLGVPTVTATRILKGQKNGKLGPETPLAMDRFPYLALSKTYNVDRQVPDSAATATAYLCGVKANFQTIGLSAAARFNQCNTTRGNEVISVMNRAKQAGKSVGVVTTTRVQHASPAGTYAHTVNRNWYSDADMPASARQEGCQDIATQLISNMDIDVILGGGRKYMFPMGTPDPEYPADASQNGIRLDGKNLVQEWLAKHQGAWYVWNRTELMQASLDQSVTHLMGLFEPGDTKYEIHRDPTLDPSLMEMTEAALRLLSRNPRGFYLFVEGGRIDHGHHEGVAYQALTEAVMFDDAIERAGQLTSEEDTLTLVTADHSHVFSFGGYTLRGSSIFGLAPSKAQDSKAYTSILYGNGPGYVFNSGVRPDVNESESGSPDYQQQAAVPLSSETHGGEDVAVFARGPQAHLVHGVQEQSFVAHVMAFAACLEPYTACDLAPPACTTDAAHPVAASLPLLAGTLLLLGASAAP
# PfGluPho inh – PfG6PD (Plasmodium falciparum) enzyme inhibition. PfGluPho enzyme, NADPH resazurin-diaphorase fluorescence. inhibition, % at 20 µM. 350,000 compounds, 0.78% hits;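 active = inhibition reaching at least a set limit at 20 µM in the primary screen, cut at about 59% in these data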;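 note: 0% = DMSO wells with substrate and 100% = DMSO wells lacking glucose-6-phosphate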
# A3A deaminase – blocks human APOBEC3A ssDNA deamination. 330,000 compounds, 0.41% hits. inhibition, % at 20 µM. recombinant A3A, FAM/TAMRA ssDNA deamination fluorescence. AID 493011;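 active = at least 40% inhibition at 20 µM here, with at most 30% in a related deaminase screen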;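 note: plate controls were A3A with DMSO for no effect and wells lacking A3A enzyme for full effect; some results filed as inactive read as strong as hits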
# mIAP block – blocks mouse intestinal alkaline phosphatase; purified mouse IAP, CDP-Star luminescence, 30 min; inhibition, % at 10 µM; 330,000 compounds, 0.2% hits; AID 2806;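 active = inhibition of at least 40% at 10 µM in the primary screen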;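 note: plate controls were DMSO with enzyme for no effect and no enzyme wells for full effect; values of inactives mirror those of a sister screen read the other way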
# ATG4B inh – blocks human ATG4B protease cleavage of LC3 substrate. Q9Y4P1. ATG4B cleavage of LC3-PLA2, NBD-HPC fluorescence, 1 h. inhibition, % at 8.33 µM. 340,000 compounds, 0.51% hits. AID 504462; in the data active = inhibition above about 40%
# Target sequence (Q9Y4P1 whole entry, looked up): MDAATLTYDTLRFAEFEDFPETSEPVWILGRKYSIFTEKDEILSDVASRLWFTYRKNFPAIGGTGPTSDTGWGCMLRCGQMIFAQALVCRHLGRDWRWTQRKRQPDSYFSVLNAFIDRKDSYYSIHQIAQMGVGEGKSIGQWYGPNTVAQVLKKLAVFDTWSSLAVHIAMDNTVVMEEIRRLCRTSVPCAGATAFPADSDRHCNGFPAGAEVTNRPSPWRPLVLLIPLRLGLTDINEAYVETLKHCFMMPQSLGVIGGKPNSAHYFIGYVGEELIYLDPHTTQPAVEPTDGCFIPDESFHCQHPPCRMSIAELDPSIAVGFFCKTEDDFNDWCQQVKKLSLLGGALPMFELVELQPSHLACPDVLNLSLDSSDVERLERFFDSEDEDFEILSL
# mIAP activ – mouse IAP activation | muIAP, CDP-Star luminescence, 30 min; hits give high values; 1 = vehicle-only enzyme signal, 0 = enzyme-free wells | activation factor at 10 µM | 330,000 compounds, 0.24% hits | AID 2805;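 active = activation factor of at least 2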; note: the source names both 10 and 20 µM as test concentration; values of inactives mirror those of a sister screen read the other way
#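 System: mouse IAP enzyme. Reagent: CDP-Star chemiluminescent phosphatase substrate. Benchmarks: DMSO wells, no-enzyme wells. Times: 30 min enzyme-substrate-compound incubation at room temperature. Detection: luminescence from enzymatic CDP-Star hydrolysis. Doses: test compounds delivered from DMSO solution.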
# HKDC1 inhibitor – HKDC1 (human) hexokinase inhibition | Q2TB90 | recombinant HKDC1, G6PDH/diaphorase resazurin coupled fluorescence | inhibition, % at 20 µM | 340,000 compounds, 0.16% hits;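 active = inhibition above about 35% when tested at 20 µM, limit read from the data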;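 note: plate controls were DMSO wells with enzyme for no effect and DMSO wells lacking enzyme for full effect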
#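 test system = in-house recombinant HK5 (HKDC1) enzyme | amount = HKDC1 at 5 µg/mL | control set = DMSO-enzyme wells negative, buffer-substituted wells positive | compound = one dose of 20 µM, 1% DMSO | schedule = reaction time 90 min, room temperature, protected from light | technique = resorufin fluorescence at 613 nm | reagent = glucose with 1 mM ATP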
# hIAP inh – human IAP inhibition; P09923; purified IAP, CDP-Star luminescence, 30 min; inhibition, % at 10 µM; 330,000 compounds, 0.12% hits; AID 2544;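 active = inhibition reaching a set limit with compound at 10 µM in the primary screen, cut at about 35% in these data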;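 note: plate controls were DMSO wells with enzyme for no effect and no-enzyme buffer wells for full effect; values of inactives mirror those of a sister screen read the other way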
# Numbers without * were called inactive; . = not tested or not shown.
SMILES,hIAP act,PfGluPho inh,A3A deaminase,mIAP block,ATG4B inh,mIAP activ,HKDC1 inhibitor,hIAP inh
COC(=O)c1ccc(NC(=S)NC2CC2)cc1,0.91,-8,-5,-6,-4,1.1,-7,9
O=C1C=C(Nc2ccc(Cl)cc2)CC(c2ccccc2)C1 (configuration not stated),1.1,-10,5,-6,1,1.1,-13,-11
O=C(Nc1ccc(Cc2nc3ccccc3s2)cc1)c1ccncc1,0.8,4,17,13,-8,0.87,4,20
CC(Oc1cccc(Cl)c1)C(=O)Nc1cc(S(=O)(=O)N2CCOCC2)ccc1N1CCCC1 (configuration not stated),0.96,1,2,-16,7,1.2,1,4
CSc1ccccc1NC(=O)C1CCCO1 (configuration not stated),0.94,-4,1,-2,-9,1,-7,6
Cc1ccc(-n2nc3c(c2NC(=O)c2ccco2)CS(=O)C3)cc1 (configuration not stated),0.9,-6,1,3,1,0.97,0,10
CCc1cccc(CN2CCC(CNC(=O)Nc3ccc(Cl)cc3)CC2)c1,1.4,10,10,-259,-6,3.6*,-5,-43
Cc1ccc(NC(=O)CC(NCC2CCCO2)C(=O)O)cc1C (configuration not stated),0.94,-16,-4,-3,3,1,-3,6
CC(=O)N1N=C(c2ccco2)CC1c1cc2cc(C)ccc2nc1Cl (configuration not stated),1,-10,0,-4,-5,1,-5,-2
Cc1c(CCC(=O)O)c(=O)oc2c(C)c3occ(-c4ccc(Cl)cc4)c3cc12,0.99,39,1,15,-2,0.85,8,1
O=C(CN(c1ccccc1Cl)S(=O)(=O)c1ccccc1)NCc1ccccc1,1,19,2,-3,-7,1,3,-2
Cc1ccc(C(=O)N/N=C\c2ccc(-c3ccc([N+](=O)[O-])cc3)o2)cn1,0.97,-7,1,14,1,0.86,0,3
COc1ccc(NC(=S)N2CCN(S(C)(=O)=O)CC2)cc1OC,0.85,9,1,-4,9,1,-6,15
COC(=O)c1ccc(N2CCC(c3cc(-c4ccc(OC)cc4)n[nH]3)CC2)c([N+](=O)[O-])c1,0.86,18,-1,8,7,0.92,16,14
CCC(=NNC(=O)c1cccc(S(=O)(=O)N2CCOCC2)c1)c1ccccc1,1.1,-6,1,-1,-9,1,-3,-8
CCN(CC)C(=O)CSc1nc2ccccc2n1CC(=O)N1CCN(c2ccccc2OC)CC1,0.73,16,-4,-5,-2,1.1,-2,27
CC(=O)c1ccc(-n2ccnc2)cc1,1,6,0,-12,-2,1.1,-2,0
N#CC1=C(N)C2=CCCC[C@H]2[C@H](c2ccccc2)C1(C#N)C#N,0.93,9,-3,3,0,0.97,-3,7
Cc1ccc(S(=O)(=O)N(C)C)cc1NC(=O)C1CCC1,0.97,-7,5,-18,-2,1.2,-7,3
O=C(NCCOc1ccc(F)cc1)C1CCN(S(=O)(=O)c2ccccc2)CC1,1.1,1,1,5,-2,0.95,0,-7
Cn1c(SCC(=O)Nc2ccc(N3CCOCC3)cc2)nnc1-c1ccccc1F,1.1,-4,-4,3,-12,0.97,-4,-10
CCCCC(=O)Nc1ccccc1C(=O)OCC(=O)c1ccc2c(c1)OCCO2,1.3,1,-2,-8,19,1.1,3,-26
C[C@H](CO)N1C[C@H](C)[C@@H](CN(C)C(=O)Nc2ccccc2)Oc2ccc(NC(=O)C3CC3)cc2C1=O,0.93,-4,0,1,5,0.99,-4,7
COc1ccc(NC(=O)CSc2nc3n[nH]c(C)c3c(=N)n2-c2ccc(Cl)c(C)c2)cc1OC,1.9,-5,-6,4,-2,0.96,3,-89
Cc1ccc(CN(C)C(=O)c2cc(S(=O)(=O)N3CCOCC3)ccc2F)o1,0.89,-3,0,1,0,0.99,-2,11

# Entries shown so far that have fluorine:
SMILES,hIAP act,PfGluPho inh,A3A deaminase,mIAP block,ATG4B inh,mIAP activ,HKDC1 inhibitor,hIAP inh
O=C(NCCOc1ccc(F)cc1)C1CCN(S(=O)(=O)c2ccccc2)CC1,1.1,1,1,5,-2,0.95,0,-7
Cn1c(SCC(=O)Nc2ccc(N3CCOCC3)cc2)nnc1-c1ccccc1F,1.1,-4,-4,3,-12,0.97,-4,-10
Cc1ccc(CN(C)C(=O)c2cc(S(=O)(=O)N3CCOCC3)ccc2F)o1,0.89,-3,0,1,0,0.99,-2,11

# Carrying on.
SMILES,hIAP act,PfGluPho inh,A3A deaminase,mIAP block,ATG4B inh,mIAP activ,HKDC1 inhibitor,hIAP inh
CCOC(=O)CCCCCC(=O)Nc1ccc2c(c1)C(=O)N([C@H](C)CO)C[C@H](C)[C@@H](CN(C)C(=O)Nc1ccc(OC)cc1)O2,0.96,-13,2,-5,-8,1.1,-1,4
Oc1ccc(Br)cc1/C=N/n1cnc2ccccc21,0.83,1,-3,3,-3,0.97,-5,17
CN(C)S(=O)(=O)c1ccc(C(=O)OCC2COC(C)(C)O2)cc1 (configuration not stated),1,6,-1,0,-7,1,1,-2
CC1CCCN(S(=O)(=O)c2ccc(C(=O)Nc3nnc(C4CC4)o3)cc2)C1 (configuration not stated),1.1,-28,-5,10,-6,0.9,-5,-13
CCN(CCO)Cc1csc2c(Br)cccc12,1,1,-1,1,-12,0.99,2,-2
Cc1ccccc1-c1nn(-c2ccc(F)cc2F)cc1CNCCN(C)C,0.94,3,-1,5,3,0.95,-6,6
CC(C)(C)C(=O)OC/C(N)=N/OC(=O)c1ccc(Cl)c(Cl)c1,0.94,-11,4,0,4,1,3,6
S=c1[nH]cnc2scc(-c3ccc(Br)cc3)c12,0.83,19,-2,10,-10,0.9,6,17
Cc1c(CC(=O)O)c(=O)oc2c(C)c3occ(-c4ccc(F)cc4)c3cc12,1.1,-14,1,-2,3,1,9,-7
Cc1csc2ncnc(NCCc3ccccn3)c12,0.85,29,-3,5,1,0.95,2,15
COc1cc(C(=O)Nc2cccc(S(=O)(=O)N3CCCC3)c2)c([N+](=O)[O-])cc1OC,0.94,0,-1,5,-7,0.95,-1,6
O=C(O)COc1ccc2occ(C(=O)c3ccccc3)c2c1,0.87,-7,-2,3,-6,0.97,0,13
Cc1cccc(N(CC(=O)Nc2c(C)n(C)n(-c3ccccc3)c2=O)S(C)(=O)=O)c1C,1.2,-2,-1,3,12,0.97,1,-17
Cc1cc(O)c(C(C)C)cc1N=Cc1cc([N+](=O)[O-])ccc1O,0.83,82*,5,13,5,0.87,21,17
O=C(Nc1ccc(C2=NCCN2)cc1)c1ccc(C(=O)Nc2ccc(C3=NCCN3)cc2)c(Cl)c1,0.83,22,17,12,5,0.88,-2,17
CC(=O)N(C)/C=C1\Sc2ccccc2C1=O,1,-18,0,-2,9,1,3,-3
CC(=O)Oc1ccc(C(=O)Nc2ccccc2C(=O)Nc2cccc(C(=O)O)c2)cc1,1.1,3,-1,-12,-2,1.1,-7,-8
COc1cc(/C=C/C(=O)Nc2ccc(C)cc2)cc(OC)c1OC,1,-3,0,11,-8,0.89,12,-5
CC1CC(C)CN(C(=O)c2cccc(NC(=O)CC3SC(N4CCCCC4)=NC3=O)c2)C1 (configuration not stated),1,1,0,4,11,0.96,-6,-1
Cc1sc2ccccc2c1CNC[C@H]1O[C@@H](n2cnc3c(N)ncnc32)[C@H](O)[C@@H]1O,0.9,8,-5,7,.,0.93,-8,10
O=C(NCC1CCCO1)c1cccc(Oc2c(Cl)cccc2[N+](=O)[O-])c1 (configuration not stated),0.91,0,3,-2,4,1,1,9
O=C1C2CC=CCC2C(=O)N1CC1CCCO1 (configuration not stated),1.1,-11,-2,2,-7,0.98,-8,-10
C[C@@H]1CCC(=O)N(C[C@@H](C)CC#N)CC1,1.1,-18,-7,-7,5,1.1,3,-7
Cc1nnc(N/N=C/c2cccc(C(F)(F)F)c2)n1N,1,57,-4,9,8,0.91,14,-2
CC(C)(C(=O)c1ccccc1)/[N+]([O-])=C/c1ccccc1F,1.2,-10,-3,-5,1,1,-1,-16
# The listing continues.
SMILES,hIAP act,PfGluPho inh,A3A deaminase,mIAP block,ATG4B inh,mIAP activ,HKDC1 inhibitor,hIAP inh
C=CCn1c(=N)n(CC(=O)c2ccc(Br)s2)c2ccccc21,0.93,8,2,-2,-4,1,17,7
COc1ccc(C2C3=C(CC(C)(C)CC3=O)N(CC(=O)O)C3=C2C(=O)CC(C)(C)C3)cc1OC,1,-10,0,2,8,0.98,-2,-1
CCCn1c(-c2cccs2)nc2nc3ccccc3nc21,1,18,-4,-4,-1,1,-5,-2
Cc1ccc(S(=O)(=O)NC2=NCCC2)cc1,1,1,-4,-1,-8,1,-6,-2
Cc1ccccc1COc1ccc(/C(O)=C2/C(=O)C(=O)N(CCCn3ccnc3)C2c2ccco2)cc1 (configuration not stated),0.97,-24,-6,4,7,0.96,-1,3
Cc1ccc(NC(=O)CSc2ccc(-c3ccc(-n4cccn4)cc3)nn2)c(C)c1,1.1,-8,-1,6,-6,0.94,0,-8
O=C(CN1C(=O)COc2ccccc21)NCCC1=CCCCC1,0.98,-8,-4,3,-2,0.97,-1,2
CCCc1nc([N+](=O)[O-])c(S(=O)(=O)c2ccccc2)n1CC(C)C,1,5,8,15,-3,0.85,8,-4
CC(C)C(=O)Nc1cccc(-c2cnc3ccccc3n2)c1,0.87,11,2,11,0,0.89,-2,13
Cc1nc(N2CCN(C(=O)c3ccco3)CC2)c(C#N)c2c1CCCC2,1.3,-3,0,1,-3,0.99,-1,-32
CCOC(=O)c1c(-c2ncc(C(F)(F)F)cc2Cl)noc1C,1.1,-1,-2,6,6,0.94,8,-13
CC12COC3(C(=O)Nc4ccccc4)CC1CCC32C (configuration not stated),0.95,-5,-2,-5,-2,1.1,1,5
Cc1ccc(C)c(OCCn2cc(/C=C(\C#N)C(=O)NCc3cccs3)c3ccccc32)c1,1,1,-5,8,-9,0.92,1,0
COc1ccc(N2CCC(CNC(=S)Nc3cc(C)cc(C)c3)C2)cc1 (configuration not stated),1,23,4,-34,1,1.3,6,0
c1ccc2c(c1)nc(N1CCOCC1)c1nncn12,1,-15,-7,4,1,0.96,-5,-4
Cc1ccc(NC(=O)COC(=O)C2C3CC4OC(=O)C2C4C3)cc1 (configuration not stated),1,5,-2,-1,-8,1,-6,0
Cc1cc(C)c2[nH]c(C(=O)Nc3ccc4c(c3)OCO4)cc2c1,1.1,61*,2,-12,4,1.1,4,-8
Cc1cccc(Nc2c3c(nc4ccccc24)CCC3)c1,1.1,-4,-1,-5,12,1.1,1,-11
O=C(NN1C(=O)C2C3CCC(O3)C2C1=O)c1ccc(Cl)cc1 (configuration not stated),0.83,-12,-1,-18,2,1.2,-12,16
CN(CCc1ccccn1)c1ccc([N+](=O)[O-])cn1,0.95,4,4,-7,-12,1.1,-1,5
O=C(CN1CCN(c2nc(-c3ccccc3)cs2)CC1)NNC(=O)c1ccc(Br)cc1,1.6,3,5,0,-7,0.99,11,-61
O=C(O)C1CCCCC1C(=O)Nc1ccc(Cl)cc1Cl (configuration not stated),1.1,-15,-2,-3,-5,1,-10,-10
ClCC1CSC(=NC23CC4CC(CC(C4)C2)C3)O1 (configuration not stated),1.1,3,0,-8,1,1.1,1,-15
CC(C)N(C(=O)CSc1nnc(Cc2ccc3c(c2)OCO3)n1C)C(C)C,1.1,-9,2,12,-8,0.88,-9,-8
CSc1sc(C(=O)O)c2c1C(=O)CC(C)(C)C2,1,-14,-3,4,-3,0.96,-3,-1

# Some entries already given, showing only hIAP act.
Structure,hIAP act
Cc1ccccc1COc1ccc(/C(O)=C2/C(=O)C(=O)N(CCCn3ccnc3)C2c2ccco2)cc1 (configuration not stated),0.97
C[C@H](CO)N1C[C@H](C)[C@@H](CN(C)C(=O)Nc2ccccc2)Oc2ccc(NC(=O)C3CC3)cc2C1=O,0.93
